# Assay outcomes: PubChem, several laboratories
# hK5 inh – kallikrein 5 (human) inhibition. Q9Y337. recombinant hK5, fluorogenic AMC substrate cleavage. inhibition, % at 5 µM. 210,000 tested, 0.59% active. AID 873;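 active = inhibition of 40% or more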;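 note: 0% = enzyme controls without compound and 100% = no-enzyme blanks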
# zVAD death inh – blocks zVAD induced death of L929 cells. L929 zVAD necroptosis rescue, ATP luminescence, 24 h; with zVAD 60 µM. viability rescue, % at 10 µM. 220,000 tested, 0.38% active;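 active = activation, scaled between plate controls, above about 75%, limit read from the data; inactive = activation under that limit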;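 note: 0% = zVAD with DMSO and 100% = DMSO alone without zVAD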
# Thrombin inh – inhibitors of human thrombin. alpha-thrombin, Boc-VPR-AMC fluorogenic substrate cleavage. inhibition, % at 5 µM. 220,000 tested, 0.26% active. AID 1046;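 active = inhibition at or above 40%; inactive = inhibition below 40%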;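 note: 0% = enzyme with no compound and 100% = wells without enzyme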
#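 System: human alpha-thrombin protein; Compound dosing: one concentration per compound, 5 µM, with 0.2% DMSO; Timing: reaction at room temperature; Technique: AMC fluorescence, 355/460 nm; Controls: enzyme without compound as high, wells lacking enzyme as low.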
# TNF necrop inh – TNF-alpha cell death inhibition in Jurkat FADD-/- cells; Jurkat FADD-/- TNF necroptosis rescue, ATP luminescence, 24 h; 0 = TNF only, 100 = no-TNF cells; 220,000 tested, 0.068% active; activation (protection from cell death), % at 10 µM;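 active = activation, meaning protection from cell death, of at least 50% relative to plate controls; inactive = activation below 50%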;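 note: necroptosis triggered by 40 ng/mL TNF-alpha added together with compound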
# Cl transport mod – modulates chloride dependent transport by human KCC2 | Q9H2X9 | KCC2 cells, thallium flux FluoZin-2 fluorescence | B-score of Tl+ flux slope (higher = more flux/activation; lower = inhibition) at 10 µM | 190,000 tested, 2.2% active;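 active = thallium flux slope and its plate-corrected score both differing from the plate sample mean at a set confidence after two filtering rounds, in either direction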;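 note: slope of fluorescence scaled to starting intensity during 10 to 20 s after thallium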
# FXIa inh – inhibitors of human coagulation factor XIa. P03951. AID 798. inhibition, % at 5 µM. 220,000 tested, 0.14% active. purified FXIa, Boc-Glu-Ala-Arg-AMC fluorogenic substrate;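 active = inhibition of at least 40%; inactive = inhibition below 40%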;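 note: fluorescence of freed AMC excited at 355 nm; 0% = enzyme without compound and 100% = no enzyme blank; many of its hits are not listed in these tables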
# Hck-Nef inh – inhibitors of human Hck kinase activated by Nef | P08631 | Recombinant Hck-YEEI plus Nef, Z-Lyte FRET kinase assay | 220,000 tested, 0.68% active | inhibition, % at 20 µM;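 active = Hck-Nef kinase inhibition above about 50%, limit read from the data; inactive = inhibition below that limit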;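 note: 0% = DMSO with Hck plus Nef and 100% = Hck alone without Nef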
# FXIIa inh – inhibitors of human coagulation factor XIIa; purified FXIIa, Boc-QGR-AMC fluorogenic substrate, 2 h; AID 800; 220,000 tested, 0.3% active; inhibition, % at 5 µM; P00748; in the data active = inhibition above about 40%;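 note: 0% = enzyme with no compound and 100% = blank without enzyme; many of its hits are not listed in these tables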
# Target sequence (P00748 20-372 limits assumed): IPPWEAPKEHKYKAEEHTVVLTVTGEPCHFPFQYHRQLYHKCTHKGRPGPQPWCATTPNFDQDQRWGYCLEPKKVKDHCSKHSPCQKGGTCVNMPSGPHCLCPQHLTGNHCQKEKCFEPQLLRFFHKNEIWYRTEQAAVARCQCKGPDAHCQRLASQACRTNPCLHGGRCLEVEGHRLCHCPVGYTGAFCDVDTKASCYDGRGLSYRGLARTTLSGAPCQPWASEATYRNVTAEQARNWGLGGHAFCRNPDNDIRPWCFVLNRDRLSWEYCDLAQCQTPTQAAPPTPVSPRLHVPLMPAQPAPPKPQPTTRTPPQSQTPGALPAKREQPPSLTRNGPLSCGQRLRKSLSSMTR
# Target sequence (P00748 373-615 limits assumed): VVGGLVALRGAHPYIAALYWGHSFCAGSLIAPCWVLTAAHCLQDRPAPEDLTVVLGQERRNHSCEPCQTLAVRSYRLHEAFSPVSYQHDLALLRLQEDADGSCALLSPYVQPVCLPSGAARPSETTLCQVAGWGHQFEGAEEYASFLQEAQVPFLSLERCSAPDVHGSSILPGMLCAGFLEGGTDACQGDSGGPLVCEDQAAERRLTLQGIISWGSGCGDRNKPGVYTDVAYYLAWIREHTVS
# Rad51 HR inh – Rad51 (human) homologous recombination inhibition; 200,000 tested, 0.085% active; inhibition, % at 10 µM; Q06609; hRad51 DNA strand exchange, fluorescence dequenching;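 active = inhibition above 40% at the single screening dose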;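 note: 0% = DMSO control wells and 100% = blanks with heterologous ssDNA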
# Target sequence (Q06609 whole entry, looked up): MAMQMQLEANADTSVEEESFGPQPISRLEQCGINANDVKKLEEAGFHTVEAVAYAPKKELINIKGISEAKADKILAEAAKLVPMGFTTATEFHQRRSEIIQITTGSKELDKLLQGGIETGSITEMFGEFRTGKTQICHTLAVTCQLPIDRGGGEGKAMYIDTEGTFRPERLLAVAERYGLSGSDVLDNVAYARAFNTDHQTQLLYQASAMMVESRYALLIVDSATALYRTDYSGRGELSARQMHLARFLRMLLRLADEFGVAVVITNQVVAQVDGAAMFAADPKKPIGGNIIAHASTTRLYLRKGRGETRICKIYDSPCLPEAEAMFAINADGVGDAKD
#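 Material: Human Rad51 nucleoprotein filaments preassembled on unlabelled ssDNA | Also added: Labelled 47-mer dsDNA for strand exchange | Dosing: Single dose, 10 µM final compound | Schedule: 30-min compound preincubation and 15-min exchange, both room temperature | Technique: Fluorescence dequenching at 485/520 nm | Measure: Percent inhibition relative to plate controls and blanks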
# * = called active by the depositor; . = not tested or not shown.
# The line under a structure holds: hK5 inh	zVAD death inh	Thrombin inh	TNF necrop inh	Cl transport mod	FXIa inh	Hck-Nef inh	FXIIa inh	Rad51 HR inh
- CC(NC(=O)c1cccnc1)C(=O)N1CCCCC1 (stereo not drawn)
→ -1	-0.2	-3	-0.2	0.14	-2	-1	5	-8
- Cc1csc2ncnc(N3CCN(C(=S)Nc4ccc(C(F)(F)F)cc4)CC3)c12
→ 2	1.2	-1	-2.9	0.0068	5	5	13	-6
- CC(C)CN(C)C(=O)CCc1nnc(Cc2ccc(-c3ccccc3)cc2)o1
→ .	0.3	-2	1.2	.	0	0	6	15
- CCN(Cc1nc2ccccc2c(=O)[nH]1)Cc1cc(=O)oc2cc(C)c(C)cc12
→ .	-0.2	.	-0.3	-1.4	.	1	.	-5
- CCCCC(O)(CCCC)C(=O)NN(C(=O)c1cccnc1Cl)c1ccccc1
→ 0	-0.1	-2	0.2	-1.1	-2	13	2	0
- COc1ccc(NC(=O)c2ccc(OC(=S)N(C)c3ccc(OC)cc3)cc2)cc1
→ 4	0.5	0	68*	0.84	11	4	20	0
- CC1CN(C(=S)NC(=O)c2ccc([N+](=O)[O-])cc2)CC(C)O1 (stereo not drawn)
→ -15	-0.3	-2	-3.9	0.39	-7	-2	5	16
- Cc1ncc(CO)c2cc(S(=O)(=O)c3ccc(F)cc3)c(=O)oc12
→ -8	0.4	-1	0.7	0.34	5	4	21	6
- COC(=O)CS(=O)(=O)c1ccsc1C(=O)Nc1ccc(F)c(F)c1
→ -9	0.2	-11	1.3	-0.00083	-5	15	3	5
- CNC(=O)C1=C(C)NC(=S)NC1c1cc2c(cc1OC)CCCC2 (stereo not drawn)
→ -13	0.8	-5	1.0	-0.075	3	10	8	-5
- Oc1ccc(-c2nccc(-c3cccs3)n2)cc1
→ -7	4.2	4	-6.3	.	7	5	9	-6
- COc1cc(/C=N/N=C2/NC(=O)C(Cc3ccc(F)cc3)S2)ccc1O (stereo not drawn)
→ -1	17	-2	0.1	-2.3	-3	-3	.	-1
- Cc1ccc(NC(CNS(=O)(=O)c2ccc(Cl)cc2)c2ccccc2)cc1 (stereo not drawn)
→ -23	1.0	-3	1.3	.	-3	0	5	1
- Cc1ccc(N2C(=O)c3ccc(C(=O)Nc4cccnc4)cc3C2=O)c(C)c1
→ -6	1.1	-2	-0.2	-0.27	-6	1	-18	-5
- O=C(c1cc2ccccc2oc1=O)N(Cc1ccco1)Cc1cccs1
→ -18	-0.4	-4	-4.7	-0.38	8	1	9	5
- CCCCNC(=O)CCC(=O)Nc1ccc2nc(N3CCOCC3)cc(C)c2c1
→ -41	0.7	-2	0.2	0.0068	-18	3	-24	-2
- CCOc1cc(N2CCOCC2)c(OCC)cc1NC(=O)c1ccc(OC)cc1
→ 16	2.6	-1	0.7	.	1	28	10	8
- O=C(CSc1ccccn1)N1CCN(c2cccc(Cl)c2)CC1
→ -5	-0.8	-2	0.4	-0.7	0	0	10	0
- CCc1ccc(CNCc2ccc(F)cc2)cc1
→ -17	.	-6	2.3	0.91	-8	-10	1	.
- CCN(CC)CCCN=Cc1c(O)n(Cc2ccccc2)c(=O)c2ccccc12
→ -5	-0.3	0	-1.1	.	3	-21	8	-2
- O=C(c1ccc(Cl)c(Cl)c1)N1CCOCC1
→ 14	0.3	-2	-0.7	-0.74	-2	-1	3	7
- O=C(CN1CCN(S(=O)(=O)c2ccc(Br)cc2)CC1)Nc1ccccc1C(=O)c1ccccc1
→ 4	0.3	-8	4.1	-0.62	-2	-1	5	5
- CN1CCC(=NNC(=O)c2ccc(N(Cc3ccccc3Cl)S(C)(=O)=O)cc2)CC1
→ -9	0.0	-2	3.6	0.38	3	-14	9	5
- Cc1c(Cl)cccc1-n1ccnc1SCC(=O)O
→ -11	1.2	-3	0.4	.	4	3	8	-3
- CCOC(=O)N1CCC(c2nc3ccccc3[nH]2)CC1
→ -3	0.1	-2	-9.4	-0.2	-4	2	10	2
- COc1ccccc1N(CC(=O)Nc1ccc(C(F)(F)F)cc1)S(C)(=O)=O
→ -12	1.5	2	2.1	-0.41	-4	0	2	6
- CC(=O)N(Cc1nc2sc(C)c(C)c2c(=O)[nH]1)C1CCCC1
→ -4	7.4	-11	0.4	-1.4	-5	14	0	2
- Clc1cc(Br)ccc1OCCCn1ccnc1
→ 5	-0.1	-14	0.6	0.088	1	-3	8	-2
- CCOc1cc(C=O)ccc1OCC(N)=O
→ -7	24	-3	0.1	-0.55	-5	17	11	3
- O=C(NCCN1CCOCC1)c1cccn2c(=O)c3c4c(sc3nc12)CCCC4
→ 5	1.4	1	-1.5	-1.2	2	20	5	4
- CCN(c1ccccc1)S(=O)(=O)c1ccc(OC)c(NC(=O)CNC)c1
→ -5	-1.2	1	-0.8	0.075	-2	-1	3	4
- COc1ccc(-c2noc(CCc3ccccc3)n2)cc1
→ -11	2.1	5	0.9	-0.017	0	13	2	11
- CC1CC(C)CN(c2cc3c(cc2[N+](=O)[O-])C(=O)N(c2ccccc2)C3=O)C1 (stereo not drawn)
→ -11	0.7	-11	1.1	0.27	2	1	1	2
- O=C(Nc1ccc(Cl)c(Cl)c1)OCc1cncs1
→ -2	1.1	6	1.3	.	-1	-2	12	-1
- O=C(/C=C/c1ccco1)Nc1cccnc1
→ .	0.4	-2	-1.1	0.31	3	12	11	.
- C=CCOc1c(CNn2nnnc2N)cccc1OC
→ 1	.	0	0.4	0.01	12	-5	17	-1
- Cc1oc(-c2cccs2)nc1CS(=O)CC(=O)NC1CCCCCC1 (stereo not drawn)
→ -33	1.9	-11	0.0	.	-5	2	3	-6
- Cc1ccc(CNC(=O)COc2ccccc2-c2ccccc2)cc1
→ -11	0.7	-9	1.4	-3.8	5	4	12	3
- CC(C)=C1C(=O)NN(c2cccc(Cl)c2)C1=O
→ -10	0.1	-4	1.0	-0.046	-2	1	3	.
- CCCN1CNc2c(c(=O)[nH]c(=S)n2CCc2ccccc2)C1
→ -3	3.3	-7	2.0	-0.11	-3	22	6	3
- CCCCn1c(N)c(-c2nc3ccccc3s2)c2c([N+](=O)[O-])nn(CC)c(=O)c21
→ -1	-0.1	-9	0.5	.	4	-1	8	2
- FC(F)(F)c1cccc(-c2nc3nc(Cl)c(Cl)nc3[nH]2)c1
→ 1	5.1	-2	-17	-2.2	-1	16	2	.
- CCn1nc(C(=O)OCC(=O)NCC(C)C)c2ccccc2c1=O
→ 0	5.2	0	-0.4	-0.53	-9	26	10	7
- O=C(CCCn1c(SCC(=O)c2ccc(F)cc2)nc2ccccc2c1=O)NCc1ccccc1
→ 22	0.1	25	4.1	0.83	15	6	20	-3
- COc1cc(C(=O)NCc2nnc(SCC(=O)Nc3cc(C)cc(C)c3)o2)cc(OC)c1OC
→ -15	0.7	4	0.9	-0.92	1	2	3	5
- Cc1sc2ncnc(OCC(=O)N3CCN(S(=O)(=O)c4ccc(Cl)cc4)CC3)c2c1C
→ 3	0.0	-2	-2.6	-2.1	9	1	32	9
- Cc1ccc(OCc2nnc(SCC(=O)c3cccc([N+](=O)[O-])c3)n2C)cc1
→ -10	-0.2	-11	-4.8	.	-8	-1	-4	-4
- CCOC(=O)C1=C(c2ccccc2)ON(C)C1c1ccccc1 (stereo not drawn)
→ -18	0.2	-9	1.1	-0.65	2	2	14	1
- O=C(CSCc1ccccc1Cl)Nc1ccc2c(c1)OCCO2
→ 4	-0.1	3	0.7	-1.7	-9	0	14	-5
- Cc1c(C(=O)NC2CCCc3ccccc32)oc2ccc(S(=O)(=O)N3CCCCC3)cc12 (stereo not drawn)
→ -9	.	-2	0.4	-0.75	9	-10	12	.
- COc1ccc(CCN2C(=O)C(Oc3ccccc3C)C2c2ccc3c(c2)OCO3)cc1OC (stereo not drawn)
→ -7	0.9	-2	-7.5	-2.3	1	0	14	5
- CCN(c1ccccc1)C1(O)C(=O)c2ccccc2C1=O
→ -10	1.1	3	0.3	1.6	-5	8	1	-53
- CC(C)(C)C(=O)CSc1nnc(Nc2ccccc2)s1
→ 1	2.7	-5	1.9	-0.67	8	1	9	16
- COc1ccc([N+](=O)[O-])cc1NC(=O)CSc1nccc(C)n1
→ -22	2.1	0	2.0	0.22	3	9	5	-4
- CCOC(=O)Nc1nc2ccccc2s1
→ -18	0.4	-2	2.5	0.61	5	-19	5	-1
- C=CCOc1c(Br)cc(CNn2nnnc2N)cc1OC
→ -1	0.0	3	-2.4	-0.92	6	2	14	5
- COc1ccc(C2CC(c3ccccc3)n3nnnc3N2)cc1 (stereo not drawn)
→ -20	-1.0	19	-0.5	-1.6	-2	3	-4	2
- CCOC(=O)c1ccccc1NC(=O)CN(c1cccc(OC)c1)S(C)(=O)=O
→ -7	0.7	6	0.3	-0.46	10	-1	13	5
- c1ccc(-c2noc(-c3cccc4ccccc34)n2)nc1
→ -18	-0.2	4	-3.2	-1.6	4	17	7	-1
- CCOC(=O)c1ccc(NS(=O)(=O)c2cc(-c3nnnn3C(C)C)ccc2OC)cc1
→ -7	-0.4	-3	0.5	-0.071	2	1	4	10

# No new results follow: an excerpt of the list.
# The line under a structure holds: hK5 inh	zVAD death inh	Thrombin inh	TNF necrop inh	Cl transport mod	FXIa inh	Hck-Nef inh	FXIIa inh	Rad51 HR inh
- c1ccc(-c2noc(-c3cccc4ccccc34)n2)nc1
→ -18	-0.2	4	-3.2	-1.6	4	17	7	-1
- CCOC(=O)c1ccc(NS(=O)(=O)c2cc(-c3nnnn3C(C)C)ccc2OC)cc1
→ -7	-0.4	-3	0.5	-0.071	2	1	4	10

# The list goes on.
# The line under a structure holds: hK5 inh	zVAD death inh	Thrombin inh	TNF necrop inh	Cl transport mod	FXIa inh	Hck-Nef inh	FXIIa inh	Rad51 HR inh
- CCOC(=O)N1CCN(Cc2ccc(F)cc2F)CC1
→ 7	0.4	-6	-0.5	-1.2	-8	0	7	0
- Cc1ccc(O)c(N=Nc2ccc(S(=O)(=O)N3CCCC3)cc2)c1
→ 1	20	-1	3.4	-0.13	0	8	8	-8
- CCOC(=O)N1CCC(Nc2ncnc3c2cnn3-c2ccccc2)CC1
→ -23	16	0	7.8	-2.5	-4	-2	-5	5
- O=C1COc2ccc(S(=O)(=O)N3CCc4ccccc43)cc2N1
→ 1	1.0	0	1.7	.	1	21	10	-7
- O=C(CNC(=O)c1ccc(Br)cc1)NCC(=O)OCC(=O)c1ccc([N+](=O)[O-])cc1
→ -12	.	-4	-6.4	0.26	-7	3	-2	18
- O=C(CCl)Nc1c[nH]c(=O)[nH]c1=O
→ 3	81*	-4	44	-0.12	-2	11	7	.
- Cc1ccc(Nc2nc(CSc3nnc(-c4ccc(F)cc4)n3C)cs2)cc1
→ -18	0.0	0	-0.4	-3	5	1	12	-13
- O=C(Nc1ccc(Oc2ccc(C(F)(F)F)cn2)c(Cl)c1)C1CC1
→ 2	6.0	-2	0.6	-0.62	-1	23	6	11
- CCOC(=O)C1C(=O)C=C(c2ccc(C)cc2)CC1c1ccco1 (stereo not drawn)
→ 5	0.6	7	0.3	-0.73	6	-2	12	-2
- CCOc1ccccc1OCC(=O)NNC(=O)Cn1cnc2c1c(=O)n(C)c(=O)n2C
→ -2	0.9	-2	0.5	-0.5	0	-8	6	-2
- O=C(CCN1C(=O)c2cccc3cccc(c23)C1=O)NC1CCS(=O)(=O)C1 (stereo not drawn)
→ 1	0.0	-9	1.9	-0.61	-2	24	3	.
- CN(C)c1nc(-c2ccccc2)nnc1C(F)(F)F
→ -21	-0.1	-1	1.8	-0.62	-7	-1	5	-6

# The list is partial; rates above refer to the full screens.
